Screening data from PubChem.
PKM2 act: activators of human pyruvate kinase M2. purified PKM2, Kinase-Glo ATP luminescence, activation; response scale: 0% is enzyme alone, no compound. Potency, µM (titrated, usually from 57.5 µM), without a hit: at the highest dose activation, hits mostly activators. 0.34% of 260,000 active. P14618; also: potency is read from the fitted curve at half-maximal effect; % is scaled to controls: 0 for no effect and ±100 for the full control effect; nearly all actives have a fitted effect of over 55% in size
Target sequence (P14618 whole entry, looked up): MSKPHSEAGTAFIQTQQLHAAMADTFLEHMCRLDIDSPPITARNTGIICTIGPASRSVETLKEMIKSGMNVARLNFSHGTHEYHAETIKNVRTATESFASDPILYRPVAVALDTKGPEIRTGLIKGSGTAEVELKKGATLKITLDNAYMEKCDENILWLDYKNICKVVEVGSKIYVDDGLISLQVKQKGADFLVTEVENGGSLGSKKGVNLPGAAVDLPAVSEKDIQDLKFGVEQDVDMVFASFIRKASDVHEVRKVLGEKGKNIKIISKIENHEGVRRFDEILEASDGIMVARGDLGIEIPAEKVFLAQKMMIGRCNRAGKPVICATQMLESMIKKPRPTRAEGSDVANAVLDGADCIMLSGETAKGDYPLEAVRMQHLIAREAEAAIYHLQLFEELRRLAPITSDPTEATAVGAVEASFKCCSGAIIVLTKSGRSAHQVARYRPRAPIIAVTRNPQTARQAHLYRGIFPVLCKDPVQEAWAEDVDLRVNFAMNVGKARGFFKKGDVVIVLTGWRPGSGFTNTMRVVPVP
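Kinase-Glo luminescence reports ATP generated from ADP (0.1 mM) and PEP (0.5 mM) by purified hPK-M2 after 1 h at room temperature, pH 7.2 imidazole buffer; intermediate enzyme activity allows detecting inhibitors and activators.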
ELG1 genotox: inducers of genotoxicity in HEK293T ELG1-luciferase cells; HEK293T ELG1-luciferase reporter, luminescence, 16 h; Potency, µM (titrated, usually from 46 µM), for inactives: at the highest dose activity change, positive = activation, actives largely listed as activators; 1.3% of 330,000 active; AID 504466; also: potency is read from the fitted curve at half-maximal effect; % of control where 0% means no effect; nearly all actives have a fitted effect of over 60% in size
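Genotoxic stress is detected as increased luminescence from luciferase-tagged ELG1 in HEK293T cells, measured with ONE-Glo after a 16 hr treatment at 37 °C.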
Giardia killer: kills Giardia lamblia; Giardia lamblia trophozoite viability; activity change, % at 7.66 µM, hits read low; 0.15% of 340,000 active; in the data active = activity change below about -80%; inconclusive = between about -30% and that limit;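 also: parasites exposed to compound for two days anaerobically before the ATP read; % is scaled to controls: 0 for no effect and ±100 for the full control effect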
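Giardia trophozoites, 100 cells per well, were exposed to compounds for 48 hrs at 37 deg C under anaerobic conditions; viability was then read as ATP content by bioluminescence after 15-30 min at room temperature.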
Menin-MLL TR inh: inhibitors of human menin-MLL interaction, mutant MLL peptide. 0.23% of 270,000 active. O00255. Potency, µM (top dose mostly 61.6 µM), inactives show at the highest dose FP activity change, negative = inhibition, actives largely listed as inhibitors. Menin + Texas Red MLL mutant peptide, fluorescence polarization; active = well fitted inhibition curve with a large enough effect in the polarisation, with a control signal flat, not every such curve was filed as active; inconclusive = small, poorly fitted or top-dose-only effect, or effect the other way, or a change in a side signal; inactive = no such curve, though single readings can be large or run the other way; the % refers to the polarisation; also: potency is read from the fitted curve at half-maximal effect; % of control where 0% means no effect; many of its hits are not listed in these tables
BRCA1 expr up: increases BRCA1 expression | MCF7-BRCA1-FFLuc reporter, luminescence, 48 h; response scale: scaled: vehicle 0%, 10 µM genistein 100% | Potency, µM (titrated, usually from 46.1 µM), without a hit: at the highest dose activation, most hits filed as activators | 1.1% of 380,000 active; also: potency is read from the fitted curve at half-maximal effect; nearly all actives have a fitted effect of over 80% in size; some results filed as inactive show a strong effect at the top dose
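Reporter cells (MCF7, BRCA1 promoter-firefly luciferase) received library compounds across a concentration series for 48 h. End-point luminescence was measured and concentration-effect curves derived after normalization.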
NPC1 prom act: activators of NPC1 promoter; Huh7 NPC1 promoter luciferase reporter, 24 h; Potency, µM (top dose mostly 9.22 µM), for inactives: top-dose activation, hits mostly activators; 2.4% of 320,000 active; AID 485313;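 also: potency is read from the fitted curve at half-maximal effect; % of control where 0% means no effect; nearly all actives have a fitted effect of over 60% in size; reporter is driven by a mutant NPC1 promoter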
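In 1536-well qHTS, Huh7 cells harboring an NPC1 promoter–luciferase construct received compound for 24 h; activation was quantified by luminescence following luciferase reagent addition.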
VP16 counter: counter-screen for ROR gamma inhibitors: Gal4-VP16 reporter | Drosophila S2 Gal4-VP16 UAS-luciferase, luminescence, 20 h | Potency, µM (series often up to 53.6 µM), without a hit: top-dose activity, negative = inhibition, actives largely listed as inhibitors | 3.5% of 310,000 active | AID 2546;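 also: Gal4-VP16 expression switched on by copper sulfate through the metallothionein promoter; potency is read from the fitted curve at half-maximal effect; % is scaled to controls: 0 for no effect and ±100 for the full control effect; nearly all actives have a fitted effect of over 50% in size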
FLuc modulator: inhibits or activates purified firefly luciferase, miR-21 counter-screen; P08659; purified FLuc, Km substrates, luminescence inhibition; Potency, µM (series often up to 57.5 µM), for the others: at the top dose activity change, negative = inhibition, actives largely listed as inhibitors; 6.9% of 360,000 active;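 also: potency is read from the fitted curve at half-maximal effect; plate controls were vehicle for no effect and reference inhibitor for full effect; nearly all actives have a fitted effect of over 55% in size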
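Purified P. pyralis luciferase, 10 nM final, with Km-level 10 uM D-luciferin and 10 uM ATP in 50 mM Tris acetate pH 7.5, 10 mM Mg acetate, 0.01% Tween-20, 0.05% BSA; 6-point qHTS titration about 60 µM downward; luminescence read.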
RORg inh: inhibitors of mouse ROR gamma transcriptional activity. P51450. Drosophila S2 Gal4-RORgamma UAS-luciferase reporter, 20 h. Potency, µM (highest dose often 53.6 µM), for inactives: at the top dose activity change, negative = inhibition, usual class: inhibitors. 5.4% of 310,000 active. AID 2551; also: potency is read from the fitted curve at half-maximal effect; % is scaled to controls: 0 for no effect and ±100 for the full control effect; nearly all actives have a fitted effect of over 60% in size
Target sequence (P51450 whole entry, looked up, the tested form may be a part): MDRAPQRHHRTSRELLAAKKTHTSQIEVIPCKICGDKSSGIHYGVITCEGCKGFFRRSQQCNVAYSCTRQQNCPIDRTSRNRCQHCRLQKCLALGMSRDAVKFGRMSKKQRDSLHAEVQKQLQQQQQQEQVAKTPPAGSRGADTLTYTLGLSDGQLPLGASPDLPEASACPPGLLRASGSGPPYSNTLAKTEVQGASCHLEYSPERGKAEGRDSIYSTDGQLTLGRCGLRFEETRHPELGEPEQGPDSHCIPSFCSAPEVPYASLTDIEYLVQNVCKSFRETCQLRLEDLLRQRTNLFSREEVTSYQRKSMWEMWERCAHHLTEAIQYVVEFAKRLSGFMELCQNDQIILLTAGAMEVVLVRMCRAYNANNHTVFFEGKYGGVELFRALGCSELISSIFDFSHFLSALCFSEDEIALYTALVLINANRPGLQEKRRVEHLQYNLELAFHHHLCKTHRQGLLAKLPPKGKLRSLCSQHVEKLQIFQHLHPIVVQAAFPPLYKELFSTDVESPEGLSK
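Schneider cells (Drosophila), stable Gal4 DBD–ROR gamma + UAS-luc; 1 hr cmpd preincubation; Cu2+ induction 700 uM final; 20 hr ambient; luminescence.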
Rab9 promoter act: Rab9 promoter activation. Potency, µM (series often up to 9.22 µM), inactives show at the top dose activation, negative = inhibition, most hits filed as activators. Huh7 Rab9 promoter-luciferase reporter, luminescence, 24 h. 2.8% of 320,000 active. AID 485297; also: potency is read from the fitted curve at half-maximal effect; % of control where 0% means no effect; nearly all actives have a fitted effect of over 60% in size
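Promoter activation is measured as luciferase luminescence in Huh7 cells stably transfected with a Rab9 promoter–luciferase construct, following 24 h compound exposure at 37 °C and 10 min reagent incubation at ambient temperature.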
p53 reactivator: re-activators of mutant p53; H1299 p53-A138V BP100-luciferase reporter, luminescence, 24 h; Potency, µM (highest dose often 92.2 µM), inactives show at the top dose activity change, positive = activation, hits mostly activators; 0.063% of 320,000 active; also: potency is read from the fitted curve at half-maximal effect; % of control where 0% means no effect; nearly all actives have a fitted effect of over 45% in size
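H1299 (p53-null), stable ts p53-A138V + BP100-Luc; 1000 cells/well, Opti-MEM/10% FBS; cpd 4 pt, 1:5; 24 h, 37 deg C, 5% CO2; detection reagent 10 min RT; luminescence.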
* marks the source's active call; other numbers are inactive results; & = joins results of further samples; [ ] = another dose, or the depositor's remark. Unless noted, calls follow the shape of the dose curve; as a rule, active = well fitted curve in the direction sought with a large enough effect; inconclusive = small, poorly fitted or top-dose-only effect, or another doubt; inactive = no such curve, though single readings can be large; an effect the other way counts as inactive or inconclusive. This is a subset (hit frequency here may not be typical).

`O=C1c2ccccc2C(=O)N1OCc1ccccc1[N+](=O)[O-]` gave PKM2 act 6%, ELG1 genotox -1%, Giardia killer -2, Menin-MLL TR inh 0%, BRCA1 expr up -35%, NPC1 prom act -1%, VP16 counter -20%, FLuc modulator 17µM*, RORg inh 25%, Rab9 promoter act -3% and p53 reactivator -1%.
For CCOc1ccc(NC(=O)CSc2nc3ccccc3nc2N2CC(C)OC(C)C2)cc1 (stereo not drawn) the results were PKM2 act 1%, ELG1 genotox 0%, Giardia killer 25, Menin-MLL TR inh 16%, BRCA1 expr up -16%, NPC1 prom act -2%, VP16 counter -7%, FLuc modulator -1%, RORg inh -36%, Rab9 promoter act -10% and p53 reactivator 6%.
O=C(Cc1cccs1)Nc1cccc(-c2nc3ccccc3o2)c1 was read as PKM2 act 7%, ELG1 genotox 1%, Giardia killer 6, Menin-MLL TR inh 27%, BRCA1 expr up 20%, NPC1 prom act -1%, VP16 counter inconclusive, FLuc modulator -6%, RORg inh -30%, Rab9 promoter act -3% and p53 reactivator -4%.
For Cc1ccccc1NC(=O)c1cccc2nccnc12 the results were PKM2 act -1%, ELG1 genotox -1%, Giardia killer -3, Menin-MLL TR inh 3%, BRCA1 expr up -3%, NPC1 prom act 11%, VP16 counter 4%, FLuc modulator inconclusive, RORg inh 14%, Rab9 promoter act -2% and p53 reactivator inconclusive.
For CC(C)CCNC(=O)C(Cc1ccccc1)NS(=O)(=O)c1ccc2c(c1)c(=O)n(C)c(=O)n2C (stereo not drawn) the results were PKM2 act -3%, ELG1 genotox 1%, Giardia killer 0, Menin-MLL TR inh -2%, BRCA1 expr up -15%&-22%, NPC1 prom act 1%, VP16 counter -1%, FLuc modulator -2%&1%, RORg inh -5%, Rab9 promoter act 1% and p53 reactivator -1%.
COc1cc(/C=C(/Sc2nnc(-c3ccc(F)cc3)o2)C(=O)O)ccc1OC(F)F was read as PKM2 act 1%, ELG1 genotox 0%, Giardia killer -20, Menin-MLL TR inh 25%, BRCA1 expr up -9%, NPC1 prom act -7%, VP16 counter -5%, FLuc modulator -11%, RORg inh 9%, Rab9 promoter act -3% and p53 reactivator -6%.
Screening Cc1ccc(S(=O)(=O)N(C)C)cc1NC(=O)COC(=O)CCCOc1ccccc1 returned PKM2 act 2%, ELG1 genotox 8%, Giardia killer 20, Menin-MLL TR inh 13%, BRCA1 expr up -1%, NPC1 prom act -1%, VP16 counter -3%, FLuc modulator inconclusive, RORg inh 2%, Rab9 promoter act 0% and p53 reactivator 21%.
`Cc1ccc(-c2nnn(CC(=O)N(CCN3CCOCC3)C(C(=O)NC(C)(C)C)c3ccc(C)o3)n2)cc1` (stereo not drawn) gave PKM2 act 0%, ELG1 genotox 0%, Giardia killer -7, BRCA1 expr up 0%, NPC1 prom act 2%, VP16 counter 0%, FLuc modulator -1%, RORg inh -20%, Rab9 promoter act -1% and p53 reactivator -2%.
For COc1ccccc1NC(=O)NC1(C(=O)N2CCC(O)CC2)CCCCC1 the results were PKM2 act -4%, ELG1 genotox -2%, Giardia killer -17, Menin-MLL TR inh 10%, BRCA1 expr up -12%, NPC1 prom act 0%, VP16 counter -5%, FLuc modulator 1%, RORg inh -5%, Rab9 promoter act 1% and p53 reactivator -2%.
`O=C(CCCn1c(=S)[nH]c2cc3c(cc2c1=O)OCO3)N1CCN(c2ccccn2)CC1` gave PKM2 act 0%, ELG1 genotox -12%, Giardia killer 4, Menin-MLL TR inh 8%, BRCA1 expr up 2%, NPC1 prom act -5%, VP16 counter inconclusive, FLuc modulator 1%, RORg inh 13µM*, Rab9 promoter act -4% and p53 reactivator 6%.
Screening COC(=O)c1cccc(S(=O)(=O)N2CCCCC2)c1 returned PKM2 act 0%, ELG1 genotox -1%, Giardia killer -3, Menin-MLL TR inh -2%, BRCA1 expr up -4%, NPC1 prom act -1%, VP16 counter -4%, FLuc modulator -1%, RORg inh -12%, Rab9 promoter act -1% and p53 reactivator -5%.
Screening COc1ccc(S(=O)(=O)N2CCCCC2)cc1NC(=O)c1cc([N+](=O)[O-])ccc1N1CCOCC1 returned ELG1 genotox -2%, Giardia killer 35[activator], BRCA1 expr up -48%, NPC1 prom act -3%, FLuc modulator 0%, Rab9 promoter act 0% and p53 reactivator 3%.
Screening COc1cccc(OC)c1C(=O)Nc1nnc(C(C)C)s1 returned PKM2 act -8%, ELG1 genotox -4%, Giardia killer -13, Menin-MLL TR inh -17%, BRCA1 expr up -7%, NPC1 prom act -3%, VP16 counter 5%, FLuc modulator -4%, RORg inh -5%, Rab9 promoter act -2% and p53 reactivator -5%.
`CCOc1ccc(C(c2c(NC(=O)c3ccccc3)sc(C)c2C)N2CCN(C)CC2)cc1` (stereo not drawn) gave PKM2 act 4%, ELG1 genotox 9%, Giardia killer 8, Menin-MLL TR inh 2%, BRCA1 expr up -54%, NPC1 prom act -5%, VP16 counter inconclusive, FLuc modulator -12%, RORg inh inconclusive, Rab9 promoter act -1% and p53 reactivator 29%.
`Cc1cc(O)c(NC(=S)NC(=O)c2ccc(-c3ccc(Cl)cc3)o2)cc1C` gave PKM2 act -5%, ELG1 genotox -2%, Giardia killer 2, Menin-MLL TR inh inconclusive, BRCA1 expr up -45%, NPC1 prom act 2%, VP16 counter 5µM*, FLuc modulator -13%, RORg inh 3.2µM*, Rab9 promoter act -1% and p53 reactivator -10%.
`CCCN1C(=O)c2ccccc2NC1c1ccc(Cl)cc1` (stereo not drawn) gave ELG1 genotox -1%, Giardia killer 14, Menin-MLL TR inh 2%, BRCA1 expr up -1%, NPC1 prom act -2%, VP16 counter 2%, FLuc modulator -1%, RORg inh 22%, Rab9 promoter act 2% and p53 reactivator -5%.
Cc1cccc(C)c1NC(=S)N1CCC(N(C)CC2CCCO2)CC1 (stereo not drawn) was read as PKM2 act -7%, ELG1 genotox -2%, Giardia killer 0, Menin-MLL TR inh -12%, BRCA1 expr up 6%, NPC1 prom act -4%, VP16 counter 3%, FLuc modulator 0%, RORg inh -13%, Rab9 promoter act 9% and p53 reactivator -2%.
`COC(=O)c1ccc2nc(-c3ccc(S(C)(=O)=O)cc3)cn2c1` gave PKM2 act -5%, ELG1 genotox 9%, Giardia killer 1, Menin-MLL TR inh 0%, BRCA1 expr up 102%, NPC1 prom act inconclusive, VP16 counter -17%, FLuc modulator 24µM*, RORg inh 1%, Rab9 promoter act inconclusive and p53 reactivator 10%.
`COC(=O)c1ccc(CNC(=O)/C=C/c2cc([N+](=O)[O-])ccc2OC(F)F)cc1` gave PKM2 act -3%, ELG1 genotox -1%, Giardia killer 7, Menin-MLL TR inh -4%, BRCA1 expr up 2%[1.84 µM], NPC1 prom act -1%, VP16 counter 0%, FLuc modulator 0%, RORg inh 36%, Rab9 promoter act -2% and p53 reactivator -5%.
CC(=O)c1ccccc1NC(=O)CSCc1nc2sc(C)c(C)c2c(=O)[nH]1 was read as ELG1 genotox -1%, Giardia killer 0, BRCA1 expr up -20%, NPC1 prom act 2%, FLuc modulator 9%, Rab9 promoter act -4% and p53 reactivator 4%.
`O=C(NC1CC1)c1ccc(-c2nc3ccccc3s2)s1` gave PKM2 act -19%, ELG1 genotox 0.26µM*, Giardia killer -100*, Menin-MLL TR inh -1%, BRCA1 expr up 8%, NPC1 prom act 0.4µM*, VP16 counter inconclusive, FLuc modulator 0.15µM*, RORg inh 7.9µM*, Rab9 promoter act 0.32µM* and p53 reactivator -8%.
Screening [2H]c1c([2H])c([2H])c(C(=O)c2sc(N3CCCCCC3)nc2-c2ccccc2)c([2H])c1[2H] returned PKM2 act -1%, ELG1 genotox 1%, Giardia killer -9, Menin-MLL TR inh inconclusive, BRCA1 expr up -17%, NPC1 prom act 0%, VP16 counter 1%, FLuc modulator inconclusive, RORg inh -36%, Rab9 promoter act 5% and p53 reactivator 2%.
For Cc1ccccc1NS(=O)(=O)c1cc2c3c(c1)CC(=O)N3CCC2 the results were ELG1 genotox -3%, Giardia killer -4, BRCA1 expr up 2%, NPC1 prom act -6%, VP16 counter -5%, FLuc modulator 0%, RORg inh 24%, Rab9 promoter act -7% and p53 reactivator -2%.
For O=C(CCC(=O)n1ncc2ccccc21)N1CCCCC1 the results were PKM2 act 11%, ELG1 genotox 0%, Giardia killer 0, Menin-MLL TR inh -2%, BRCA1 expr up 34%, NPC1 prom act 1%, VP16 counter -12%, FLuc modulator inconclusive, RORg inh -2%, Rab9 promoter act 3% and p53 reactivator 8%.
